TbPYK inhibitor: qHTS of Trypanosoma Brucei Inhibitors; TbPYK enzyme, Kinase-Glo Plus ATP luminescence, 45 min; Potency, µM (doses to about 76.8 µM), without a hit: top-dose activity, negative = inhibition, actives largely listed as inhibitors; 410,000 tested, 0.12% active; AID 624173, 2012; further: potency means the concentration at half of the fitted maximal effect; on the % scale 0 is the no-effect control and ±100 the full control effect; nearly all actives have a fitted effect of over 50% in size
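Activity of T. brucei pyruvate kinase was followed by Kinase-Glo Plus luminescence after the enzyme reacted 45 min at room temperature with 130 uM ADP (final) and substrate. Test compounds were added before ADP at multiple concentrations.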
Cycloheximide cs: Cycloheximide Counterscreen for Small Molecule Inhibitors of Shiga Toxin; cell reporter, cycloheximide protein synthesis inhibition counterscreen; max response, %; 300,000 tested, 12% active; AID 2314, 2010; in the data active means max response mostly above about 13%, no sharp cut-off; inactive means mostly below about 14%; further: read at 38.3 µM for the half of the compounds with a filed dose; 0% is about no effect
Pf growth 48h: Primary qHTS for delayed death inhibitors of the malarial parasite plastid, 48 hour incubation; AID 504832, 2011; P. falciparum luciferase growth in erythrocytes, 48 h; 310,000 tested, 5.9% active; Potency, µM (doses to about 28.7 µM), for the others: at the top dose activity change, negative = inhibition, hits mostly inhibitors; further: potency means the concentration at half of the fitted maximal effect; on the % scale 0 is the no-effect control and ±100 the full control effect
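Firefly luciferase activity from engineered P. falciparum reports growth; inhibitors lower the luminescent signal. Cultures contained 2% hematocrit erythrocytes at 0.1% final parasitemia.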
AmpC no deterg: qHTS Inhibitors of AmpC Beta-Lactamase (assay without detergent); P00811; AmpC nitrocefin hydrolysis, absorbance 480 nm, 0.0001% Triton; Potency, µM (highest dose often 57.1 µM), for inactives: at the highest dose activity change, negative = inhibition, actives largely listed as inhibitors; 330,000 tested, 0.52% active;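 further: potency means the concentration at half of the fitted maximal effect; plate controls were no compound for no effect and no enzyme for full effect; nearly all actives have a fitted effect of over 20% in size; some results filed as inactive show a strong effect at the top dose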
Target sequence (P00811 whole entry, looked up): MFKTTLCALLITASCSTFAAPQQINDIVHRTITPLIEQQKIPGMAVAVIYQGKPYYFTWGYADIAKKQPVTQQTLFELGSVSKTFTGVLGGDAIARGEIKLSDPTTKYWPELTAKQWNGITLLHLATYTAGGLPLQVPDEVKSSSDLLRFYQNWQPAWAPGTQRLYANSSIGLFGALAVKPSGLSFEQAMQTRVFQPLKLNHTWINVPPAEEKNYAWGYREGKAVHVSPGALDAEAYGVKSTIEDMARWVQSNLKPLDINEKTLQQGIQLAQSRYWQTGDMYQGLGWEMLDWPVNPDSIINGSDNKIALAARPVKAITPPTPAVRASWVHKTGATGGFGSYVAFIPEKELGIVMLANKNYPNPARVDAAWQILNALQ
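AmpC (5.3 nM in the dispensed reagent) in 20 mM phosphate pH 7.0 with 0.01% (detergent screen) or 0.0001% Triton X-100 was preincubated with compounds for 15 min at room temperature. Nitrocefin was then added from an 800 uM solution, and hydrolysis was followed at 480 nm.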
LmPK inhibitor: qHTS Assay for Inhibitors of Leishmania Mexicana Pyruvate Kinase (LmPK); Potency, µM (titrated, usually from 57.5 µM), for the others: at the top dose activity change, negative = inhibition, usual class: inhibitors; 290,000 tested, 0.37% active; Q27686; AID 1721, 2009; purified LmPK, Kinase-Glo ATP luminescence, 1 h; further: potency means the concentration at half of the fitted maximal effect; on the % scale 0 is the no-effect control and ±100 the full control effect
Target sequence (Q27686 whole entry, looked up): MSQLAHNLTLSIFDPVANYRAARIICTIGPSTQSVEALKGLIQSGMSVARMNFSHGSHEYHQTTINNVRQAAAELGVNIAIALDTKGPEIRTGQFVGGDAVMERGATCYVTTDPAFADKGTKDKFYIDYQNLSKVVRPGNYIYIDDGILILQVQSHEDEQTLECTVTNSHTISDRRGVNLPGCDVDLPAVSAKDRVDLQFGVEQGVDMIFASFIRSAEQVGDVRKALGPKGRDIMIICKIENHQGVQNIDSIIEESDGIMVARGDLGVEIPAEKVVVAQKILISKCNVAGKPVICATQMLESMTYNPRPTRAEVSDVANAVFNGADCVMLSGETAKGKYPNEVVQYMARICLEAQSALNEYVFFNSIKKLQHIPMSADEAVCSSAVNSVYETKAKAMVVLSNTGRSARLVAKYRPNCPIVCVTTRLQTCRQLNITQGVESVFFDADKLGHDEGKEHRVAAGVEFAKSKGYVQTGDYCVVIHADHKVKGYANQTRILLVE
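0.1 nM LmPK, 0.5 mM PEP, 0.1 mM ADP; 50 mM imidazole pH 7.2, 7 mM MgCl2, 50 mM KCl; 1 h RT. Kinase-Glo luminescence readout, normalized to no-enzyme (full inhibition) and uninhibited wells.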
Pf growth 96h: Primary qHTS for delayed death inhibitors of the malarial parasite plastid, 96 hour incubation. P. falciparum luciferase reporter growth, 96 h. Potency, µM (highest dose often 28.7 µM), for inactives: top-dose activity change, negative = inhibition, usual class: inhibitors. 320,000 tested, 6.9% active. AID 504834, 2011; further: potency means the concentration at half of the fitted maximal effect; on the % scale 0 is the no-effect control and ±100 the full control effect
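Parasite growth measured via integrated firefly luciferase reporter in P. falciparum. Infected erythrocytes at 2% hematocrit, 0.05% parasitemia final were treated 96 hours at 37 C under 5% CO2, and luminescence was read.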
Shiga inhibitor: A qHTS for Small Molecule Inhibitors of Shiga Toxin | 290,000 tested, 9.2% active | Vero cells, Shiga toxin protein synthesis inhibition reporter | inhibition, % at 38.7 µM; in the data active means inhibition mostly above about 28%, no sharp cut-off; inactive means mostly below about 43%; further: 0% is about no effect
* hit, by the source's call; ? = inconclusive; . = not tested or not shown; [ ] = remark or other dose. Unless noted, the call rests on the fitted dose curve; in most records, active means well fitted curve in the direction sought with a large enough effect; inconclusive means small, poorly fitted or top-dose-only effect, or another doubt; inactive means no such curve, though single readings can be large; an effect the other way counts as inactive or inconclusive. Outcome played no part in choosing rows. Share with any hit: about 22%.

molecule	Cycloheximide cs	AmpC no deterg	Shiga inhibitor	Pf growth 96h	LmPK inhibitor	TbPYK inhibitor	Pf growth 48h
CS(=O)(=O)NCc1ccc(C(=O)NCCOc2ccccc2)cc1	50*	-9%	63*	-4%	0%	5%	163%[activator]
COc1ccc(-c2c(C)nn3c(N4CCOCC4)cc(C)nc23)cc1OC	-1	85%[activator]	-4	?	0%	2%	?
CSc1ncccc1C(=O)NNC(=O)c1ccc(NS(=O)(=O)c2cccs2)cc1	.	-24%	.	-1%	.	-4%	0%
O=C(Nc1ccc(N2CCCCC2)c(Cl)c1)c1ccc2c(c1)OCCO2	45*	-33%	57	.	10%	-1%	12%
CC(C)c1ccc(NC(=O)CSc2nc3ccsc3c(=O)n2CCC(=O)O)cc1	5	-18%	1	-20%	4%	2%	0%
COc1ccc(C(=O)O/N=C(\N)c2ccccc2Cl)cc1OC	33*	-8%	159*	5.2µM*	2%	-14%	10%[0.00184 µM]
O=C(NCc1ccccc1)c1cc[n+](Cc2ccccc2)cc1	-6	-34%	-11	?	-2%	-16%	?
C=C(C)Cn1c(-c2ccncc2)n[nH]c1=S	-5	0%	-5	-37%	-18%	?	20%
O=S(=O)(c1ccc(Br)s1)N1CCN(c2ccccc2)CC1	-1	-7%	15	?	0%	5%	-3%
COc1cccc(/C=N\NS(=O)(=O)c2ccccc2)c1OC	-2	-12%	-26	?	-8%	-5%	13%
C/C(CC1CC2=C(CC1(C)C)C(C)(C)CCC2)=N\NC(N)=S (stereo not drawn)	-2	-26%	16	1µM*	4%	-11%	.
Cc1cc(NC(=O)COC(=O)CCC(=O)c2ccc(F)cc2)no1	1	-17%	2	78%[activator]	2%	-13%	2%

Reprinted from the part before: 3 entries, then new ones.
molecule	Cycloheximide cs	AmpC no deterg	Shiga inhibitor	Pf growth 96h	LmPK inhibitor	TbPYK inhibitor	Pf growth 48h
COc1cccc(/C=N\NS(=O)(=O)c2ccccc2)c1OC	-2	-12%	-26	?	-8%	-5%	13%
C/C(CC1CC2=C(CC1(C)C)C(C)(C)CCC2)=N\NC(N)=S (stereo not drawn)	-2	-26%	16	1µM*	4%	-11%	.
Cc1cc(NC(=O)COC(=O)CCC(=O)c2ccc(F)cc2)no1	1	-17%	2	78%[activator]	2%	-13%	2%
COc1ccc(CCNC(=O)C(C(=O)c2ccc(F)cc2)n2ccccc2=O)cc1OC (stereo not drawn)	11	12%	7	?	1%	-4%	0%
O=C(O)CCC(=O)NCc1cn(-c2ccccc2)nc1-c1cccc(Br)c1	-3	-10%	-7	57%[activator]	-1%	-4%	15%
CCOC(=O)c1cc(-c2ccncc2)nc2c1c(C)nn2-c1ccccn1	13	134%[activator]	-11	13µM*	-3%	-1%	5.9µM*
CC(C)(C)c1ccc(OCc2ccc(C(=O)NN)o2)cc1	71*	37%	116*	80%[activator]	3%	-14%	39%[activator]
CCN1CCN(c2ccc([N+](=O)[O-])cc2C#N)CC1	-1	-34%	-9	9%	0%	1%	4.1µM*
Brc1ccc(N=C(c2ccccc2)c2ccncc2)cc1	8	-16%	-2	-3%	-4%	2%	8%
COc1ccccc1N1CCN(C(=O)COc2cc(C)ccc2C)CC1	-3	188%[activator]	8	0%	0%	-21%	-14%
CCCCCn1c(N2CCN(c3cccc(Cl)c3)CC2)nc2c1c(=O)[nH]c(=O)n2C	-2	4%	-1	5.9µM*	-4%	4%	.
C[n+]1ccccc1/C=C/c1ccccc1Cl	2	-16%	-2	?	1%	-22%	1.5µM*
CC(C)OCCCNC(=O)CNC(=O)c1ccc(Cl)c(Cl)c1	-2	-8%	19	16%	0%	6%	7%
COc1ccc2nc(NCCCNC(=O)c3cc(OC)c(OC)c(OC)c3)c(C#N)cc2c1	1	30%	-1	-10%	1%	-4%	?
CCCc1cc(C(=O)Nc2nccs2)cs1	57*	-12%	60*	.	-4%	1%	0%

The list goes on:
molecule	Cycloheximide cs	AmpC no deterg	Shiga inhibitor	Pf growth 96h	LmPK inhibitor	TbPYK inhibitor	Pf growth 48h
CCCCN(Cc1ccccc1)C(=O)C1CCC(=O)N(CCc2ccccn2)C1 (stereo not drawn)	-2	34%	-1	?	-10%	7%	-5%
CCOC(=O)c1cccc(NC(=O)Nc2cc(OC)ccc2OC)c1	-1	-11%	17	.	-3%	-4%	16%
CCC(C)NC(=O)Cn1cc(S(=O)(=O)N2CCN(c3ccccc3F)CC2)c2ccccc2c1=O (stereo not drawn)	-4	56%	-9	?	-5%	-3%	?
CCOC(=O)CSc1nc2sc3c(c2c(=O)[nH]1)CCCC3	-4	-47%	-12	28%	0%	1%	10%
Cc1ccc(S(=O)(=O)C2(S(=O)(=O)c3ccc(C)cc3)CCCC2)cc1	-3	-12%	17	.	-10%	0%	?
O=S(=O)(c1ccc(Cl)cc1)N1CCN(Cc2ccc(O)c3ncccc23)CC1	16	-59%	10	?	-1%	2%	1.9µM*
CC1(C)CN(c2ccc(-c3ccnc4ncnn34)cc2)C1=O	10	-13%	22	25%	-2%	-3%	0%
COc1ccc(N=Cc2c(O)n(-c3cccc(C)n3)c(=O)c3ccccc23)c(OC)c1	-3	-7%	11	24%	4%	-4%	20%
Cc1ccc(CNC(=O)C2=NNC(=O)CC2)cc1	1	-22%	-1	14%	3%	4%	-1%
CCOC(=O)c1c[nH]c2cc(OCC(C)C)c(OCC(C)C)cc2c1=O	.	.	.	0.038µM*	.	0%	0.054µM*
CC12COC3(C(=O)Nc4ccc(Cl)cc4)CC1CCC32C (stereo not drawn)	-3	-21%	13	10%	3%	11%	0%
Cc1nc2n(n1)C(O)c1cc([N+](=O)[O-])ccc1S2 (stereo not drawn)	-2	-23%	16	2%	2%	.	13%

Next records.
molecule	Cycloheximide cs	AmpC no deterg	Shiga inhibitor	Pf growth 96h	LmPK inhibitor	TbPYK inhibitor	Pf growth 48h
Cn1ccc(C(=O)OCC(=O)c2ccccc2)n1	17*	-13%	59	38%[activator]	-13%	-2%	36%[activator]
CCC(=O)N1c2ccc(S(=O)(=O)CCC(=O)N3CCN(c4ccccc4F)CC3)cc2CC1C (stereo not drawn)	-1	92%[activator]	-3	?	2%	5%	-11%
COc1ccc(S(=O)(=O)N2CCC(C(=O)Nc3ccccc3N3CCCCC3)CC2)cc1OC	3	71%[activator]	-2	8.3µM*	5%	-7%	0%
Cc1ccc(-c2nc3ccccc3[nH]2)cc1NC(=O)c1ccco1	22*	-51%	53	?	6%	1%	17%
COc1ccc(NC(=O)CSc2nc(N3CCCCC3)nc(N3CCCCC3)n2)cc1	-3	-20%	-9	?	7%	0%	?
Cc1c(C)c(C)c(C(=O)C2CCN(c3ccc([N+](=O)[O-])cn3)CC2)c(C)c1C	-1	-23%	-4	?	-1%	-1%	?
CCOC(=O)CN1C=C(c2ccc3ccccc3n2)C(C[N+](=O)[O-])c2ccccc21 (stereo not drawn)	11*	-8%	22	5%	5%	5%	.
O=C(NCCC1=CCCCC1)C1CCN(c2nc3ccccc3o2)CC1	-1	2%	14	12%	2%	0%	.
O=C(COC(=O)c1cc(S(=O)(=O)N2CCOCC2)ccc1F)NC1CCCCC1	.	33%	.	-22%	.	1%	-19%
Cc1cccc(NC(=O)C2CCN(S(C)(=O)=O)CC2)c1C	1	-12%	-10	?	-5%	-2%	41%
Cc1occc1C(=O)N/N=C/C=C\c1ccccc1[N+](=O)[O-]	30*	-35%	70*	-16%	-4%	-7%	-1%
COc1ccc2c(c1)CC/C2=N\NC(=O)c1ccccc1	64*	-12%	75*	0%	-3%	-4%	30%

Continuation:
molecule	Cycloheximide cs	AmpC no deterg	Shiga inhibitor	Pf growth 96h	LmPK inhibitor	TbPYK inhibitor	Pf growth 48h
CCCCNC(=O)N1CCN(C(c2ccccc2)c2ccccc2)CC1	-6	59%	25	?	3%	-4%	?
Cc1occc1C(=O)N1CCCC(N2CCN(c3cccc(C(F)(F)F)c3)CC2)C1 (stereo not drawn)	-2	170%[activator]	-5	-20%	-9%	-7%	-27%
COc1ccccc1NC(=O)Cn1ncc2c1-c1ccccc1OC2	-3	6.3µM*	-3	?	3%	-1%	-12%
O=S1c2ccccc2Nc2ccccc21	.	-15%	.	54%[activator]	.	0%	22%
CC(=O)N1CCc2c(sc(NC(=O)C3CCN(S(=O)(=O)c4cccs4)CC3)c2C(N)=O)C1	.	64%[activator]	.	?	.	-8%	12µM*
COc1ccc(P2(=O)Nc3ccccc3N2)cc1	36*	-42%	41	-16%	0%	-10%	43%[activator]
COc1cc(-c2cc(N)n(S(=O)(=O)c3ccc(F)cc3)n2)cc(OC)c1OC	-4	-39%	-7	22%	10%	2%	.
CCCCn1c(NCCO)nc2ccccc21	-3	-19%	3	12%	-2%	-3%	6%
COc1cc(NC(=O)NCCN2CCN(c3ccc(Cl)cc3)CC2)ccc1C	-4	62%[activator]	-8	.	4%	-16%	?
CCCc1cc(C(N)=O)c(NC(=O)c2ccoc2C)s1	8	-15%	-3	.	0%	-18%	-10%
COc1cccc(-c2nnc3sc(-c4ccccn4)nn23)c1	3	-21%	26	?	3%	-7%	-18%
O=C(NC(=S)Nc1ccc(S(=O)(=O)Nc2ncccn2)cc1)c1ccc(Br)cc1	-3	-11%	25	52%[activator]	0%	-6%	9%

Additional results:
molecule	Cycloheximide cs	AmpC no deterg	Shiga inhibitor	Pf growth 96h	LmPK inhibitor	TbPYK inhibitor	Pf growth 48h
CCOc1ccc2nc(NC(=O)Cn3c(C)csc3=O)sc2c1	.	-17%	.	18%	.	-6%	40%[activator]
Cn1c(SCCCC(=O)c2ccccc2)nnc1-c1ccncc1	-4	-5%	27	-1%	0%	3%	-17%
C=CCn1nnnc1-c1cc(Cl)cc(Cl)c1	0	-14%	6	28%	-2%	1%	?
O=C(NCCc1ccc(Cl)cc1)c1ccc(=O)[nH]c1	8	-6%	-2	30%	5%	2%	2%
COc1cc(/C=C/c2cc[n+](C)cc2)ccc1OCC(=O)Nc1ccccc1	22	7%	36	-10%	-4%	-2%	3.7µM*
COc1ccc(N2CCN(C(=O)c3ccc(COc4ccc([N+](=O)[O-])cc4)o3)CC2)cc1	-2	23%	-5	0%	-8%	-7%	?
Cc1ccc(C(=O)c2oc3ccccc3c2N)cc1	20*	-22%	74*	1%	4%	-5%	22%
CN(Cc1cnn(C)c1)C(=O)C1CCCCC1C(=O)O (stereo not drawn)	7	-19%	-7	38%[activator]	-3%	-15%	7%
Cc1c(NC(=O)Nc2cccc(Cl)c2)c(=O)n(-c2ccccc2)n1C	-4	-13%	-16	?	-1%	2%	.
COC(=O)CCC(NC(=O)c1cc(C)oc1C)C(=O)OC (stereo not drawn)	2	-11%	-4	10µM*	-4%	-2%	12%
CC1(C2CC2)NC(=O)N(CC(=O)N2CCN(c3ccccc3)CC2)C1=O (stereo not drawn)	.	-18%	.	-9%	.	4%	1%

Compound activity: PubChem, National Center for Advancing Translational Sciences (NCATS)
